Tat transport: blocks Tat-dependent protein export in E. coli; actives 0.036% (n = 340,000); AID 488895; E. coli MC4100 TorA-mCherry Tat export, fluorescence; inhibition, % at 10 µM;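 active = mean replicate inhibition at least 50% and at least half of replicates individually reaching 50%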;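 also: exported cargo escapes ClpAP degradation while cytoplasmic cargo is degraded and loses fluorescence; 0% = median of neutral control wells and 100% = median of NaSCN control wells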
Ecoli viability: bacterial growth inhibition, counter-screen for AddAB inhibitors | E. coli V3065 growth, OD600 absorbance, 18 h | actives 0.27% (n = 330,000) | AID 449728 | inhibition, % at 11.9 µM;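 active = inhibition above the campaign's mean inhibition across all tested compounds plus 3 SD, cut at about 9.9% in these data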;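 also: uninfected addAB+ strain grown without phage in ampicillin broth; 0% = DMSO wells and 100% = ciprofloxacin 0.95 µg/ml wells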
PfHsp90 set2: inhibits growth of yeast expressing Plasmodium falciparum Hsp90 | actives 0.32% (n = 310,000) | S. cerevisiae expressing PfHsp90, BacTiter-Glo ATP, 48 h; yeast lacking PDR1 and PDR3 efflux regulators | inhibition, % at 9.4 µM;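 active = every replicate shows inhibition above about 80%, whatever the replicate mean, limit read from the data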;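 also: 0% = DMSO neutral controls and 100% = 20 µM radicicol positive controls; yeast relying on Plasmodium falciparum Hsp90 in place of its own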
CAL PDZ inh: human CAL PDZ-peptide interaction inhibition | actives 0.02% (n = 330,000) | purified CAL PDZ, TMR-peptide fluorescence polarization, 1 h | Q9HD26 | inhibition, % at 20 µM;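 active = highest replicate inhibition of at least 40%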;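 also: plate controls were DMSO neutral control wells for no effect and unlabeled competitor peptide control wells for full effect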
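material = purified tagged CAL PDZ domain construct (CerCALP) | compound dosing = 20 µM, one dose | times = 1 h at RT | measured by = fluorescence polarization from S- and P-plane intensities, G-factor corrected | read-out = inhibition from polarization loss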
Rtt109 Vps75: C. albicans Rtt109 histone acetyltransferase inhibition | Q5AAJ8 | purified Rtt109/Vps75, ThioGlo CoA-SH fluorescence, 4 h | inhibition, % at 34.9 µM | actives 0.16% (n = 330,000) | AID 540336;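 active = inhibition of at least 50% in every replicate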
PvdQ acylase: P. aeruginosa PvdQ acylase inhibition; purified PvdQ acylase, fluorescence plate reader; inhibition, % at 10 µM; actives 0.063% (n = 340,000); in the data active = inhibition above about 30%, passing the limit was not always enough;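 also: 0% = vehicle neutral wells and 100% = reference inhibitor wells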
Wnt act: activates Wnt/beta-catenin signaling in a reporter cell assay; activator, plate reader; activation, % at 9.35 µM; actives 1.2% (n = 300,000); AID 743398; in the data active = activation above about 30%, passing the limit was not always enough;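 also: 0% = neutral control wells and 100% = positive control wells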
DAGLB inhibitor: diacylglycerol lipase beta (human) inhibition; HEK293T DAGLB membrane lysate, EnzChek fluorogenic substrate; inhibition, % at 5.17 µM; Q8NCG7; AID 504411; actives 0.059% (n = 340,000); in the data active = inhibition above about 34%;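 also: 0% = enzyme with vehicle and 100% = wells lacking enzyme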
Target sequence (Q8NCG7 whole entry, looked up): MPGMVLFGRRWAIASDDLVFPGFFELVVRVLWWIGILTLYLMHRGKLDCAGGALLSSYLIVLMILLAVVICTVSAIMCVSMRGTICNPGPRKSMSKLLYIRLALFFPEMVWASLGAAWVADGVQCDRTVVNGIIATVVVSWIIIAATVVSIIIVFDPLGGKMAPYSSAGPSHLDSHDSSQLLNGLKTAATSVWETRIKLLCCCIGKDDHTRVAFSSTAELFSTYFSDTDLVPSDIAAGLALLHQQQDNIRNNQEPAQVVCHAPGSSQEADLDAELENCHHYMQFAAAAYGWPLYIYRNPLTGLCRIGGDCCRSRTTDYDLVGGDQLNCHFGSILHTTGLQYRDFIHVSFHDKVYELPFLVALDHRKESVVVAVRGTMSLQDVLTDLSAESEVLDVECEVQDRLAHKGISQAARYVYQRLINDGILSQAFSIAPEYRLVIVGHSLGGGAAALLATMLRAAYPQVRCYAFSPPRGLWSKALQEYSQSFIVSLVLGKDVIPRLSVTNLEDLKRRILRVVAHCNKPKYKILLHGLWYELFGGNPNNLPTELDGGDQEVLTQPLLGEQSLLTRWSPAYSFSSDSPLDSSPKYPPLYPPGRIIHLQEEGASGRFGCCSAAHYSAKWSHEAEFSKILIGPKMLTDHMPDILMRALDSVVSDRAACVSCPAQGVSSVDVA
AddAB inh: less growth of phage-infected E. coli with AddAB. E. coli expressing H. pylori AddAB, absorbance growth. inhibition, % at 11.9 µM. actives 0.29% (n = 330,000); in the data active = inhibition above about 12%;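 also: 0% = vehicle wells of infected cells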
phage Ecoli inh: E. coli growth loss with phage present; actives 0.26% (n = 360,000); growth absorbance; inhibition, % at 11.9 µM; in the data active = inhibition above about 11%
An asterisk follows results filed as active; / = not tested or not shown.

SMILES	Tat transport	Ecoli viability	PfHsp90 set2	CAL PDZ inh	Rtt109 Vps75	PvdQ acylase	Wnt act	DAGLB inhibitor	AddAB inh	phage Ecoli inh
Cc1cc(OCC(=O)NC(Cc2ccc(Cl)cc2)C(=O)O)c2c(C)cc(=O)oc2c1 (stereo not drawn)	6	-1.5	-9	-0.6	-8	15	-2	3	6.9	2.9
CCOc1ccc(NC(=O)C(c2ccccn2)N(C(=O)CCl)c2ccc(OC)cc2)cc1 (stereo not drawn)	-2	-0.5	-25	-1.5	-10	3	28	0	1.8	1.3
NC(=O)C(c1ccc(F)cc1)c1ccc(C(=O)c2ccccc2)cc1 (stereo not drawn)	-1	0.2	-4	-1.0	4	8	-3	-3	0.4	1.7
O=C(Nc1scc(-c2ccccc2)c1C(=O)O)c1ccco1	-24	-1.7	17	-0.9	-5	-9	10	3	-0.1	3.5
FC(F)(F)c1cccc(NC(=S)NC2CCCC2)c1	1	3.3	-19	0.5	-2	9	/	-3	6.2	8.3
COc1cc(/C=N/NC(=O)/C(=C\c2ccc3c(c2)OCO3)NC(=O)c2ccccc2)ccc1O	-7	-1.1	-4	-2.3	6	4	-1	3	3.0	3.3
COc1ccc(-n2nc(C(=O)NCC(=O)N(C)Cc3ccccc3)c3ccccc3c2=O)cc1	-6	-2.5	6	-2.0	-2	-15	-3	-1	1.7	-2.1
COc1ccc(CNC(=O)c2ccc(S(=O)(=O)N3CCOCC3)cc2)cc1	3	/	9	-2.5	-3	-16	-2	1	/	1.5
CN(c1ccccc1C(=O)Nc1cccc([N+](=O)[O-])c1)S(=O)(=O)c1ccccc1	-14	/	3	-0.6	6	-13	-1	-1	/	-1.5
O=C(Cc1ccccc1)NC1c2ccccc2-c2ccccc21	-8	0.4	-10	-2.5	/	4	-3	-1	-0.5	-0.1
CC(=O)Nc1cc(-c2nn(CC(=O)N3CCCCC3)c(=O)c3ccccc23)ccc1N1CCOCC1	-12	1.9	9	-2.6	7	-11	8	-1	-2.1	1.4
CC(C)(C)c1cc(C(=O)NCC(=O)OCC(=O)c2cccc([N+](=O)[O-])c2)cc(C(C)(C)C)c1	-9	1.2	-25	-0.2	0	-5	/	-5	3.1	1.6
CCc1cccc(C)c1NC(=S)N(CCN(C)C)C(C)c1ccco1 (stereo not drawn)	5	-0.5	20	0.3	-6	-5	0	-2	-1.1	1.7
CC(C)(C)C(C(=O)Oc1ccccc1)c1ccccc1 (stereo not drawn)	-3	1.7	-1	0.5	-12	-5	2	-4	3.9	2.2
CCN(CC(=O)Nc1ccc2c(c1)OCCO2)C(=O)/C=C/c1ccccc1	1	-0.6	-6	-3.8	-22	-12	0	-2	-0.7	2.9
NC(=O)COc1ccccc1	11	-1.3	7	-2.4	/	8	1	0	1.6	0.1
CCN(CC(=O)Nc1cc(Cl)ccc1C)C(=O)CC1CCCC1	3	-1.1	-57	1.4	9	4	1	-1	-0.3	-0.1
Cc1ccc2c(c1)nnn2C1CCN(C(=O)C2CCCCC2)CC1	-1	1.3	-2	0.0	-9	-12	-2	3	0.6	1.0
O=C(O)C(Cc1ccccc1)n1cccc1 (stereo not drawn)	-8	-3.4	-6	0.4	6	9	/	-2	1.8	-0.2
O=C(NCCOc1ccc(Cl)cc1)c1ccco1	-9	-2.0	-8	-0.1	0	13	1	-2	1.6	2.7
C=CCOCCN1C(=O)C2C3C=CC(C2C1=O)C1C2C(=O)N(CCOCC=C)C(=O)C2C31 (stereo not drawn)	-9	0.8	18	-0.3	0	-20	-3	4	-1.4	3.3
COc1cccc2cc(C(=O)OC(C)C(=O)c3ccc(C)cc3)c(=O)oc12 (stereo not drawn)	-3	1.7	-35	-2.3	4	-17	1	-1	5.1	0.6
CCc1ccc(Nc2ccc3nonc3c2[N+](=O)[O-])cc1	-1	1.0	-5	-0.6	38	3	3	0	0.7	-0.3
CCN(CC(O)Cn1c2ccccc2c2ccccc21)S(=O)(=O)c1ccc(F)cc1 (stereo not drawn)	22	2.0	-4	1.2	10	-17	/	-4	1.3	0.1
Nc1cc(=O)[nH]c(SCC(=O)Nc2ccc(S(=O)(=O)N3CCCCC3)cc2)n1	12	-1.5	16	-0.5	26	11	-1	2	0.0	1.8
Cc1ccc(S(=O)(=O)N2CCC(C(=O)Nc3ccc(C(C)C)cc3)CC2)cc1	-1	2.3	-8	-0.9	14	-20	-5	-6	2.9	1.7
CC(N)C12CC3CC(C1)CC(C(C)N)(C3)C2 (stereo not drawn)	-10	-0.4	38	/	-4	-10	1	-2	-0.3	3.3
CC(=O)c1ccc(N2CCN(C(=S)Nc3cccc(Cl)c3)CC2)cc1	-4	-1.7	-6	0.2	3	-8	/	-1	1.2	0.8
CCn1c(Cc2ccccc2)nnc1SCC(=O)OC(C)C	-5	0.2	/	-1.7	-9	-14	2	0	-0.5	/
O=[N+]([O-])c1cccc(CN(CCO)Cc2ccccc2)c1	8	1.2	29	-0.5	16	2	-1	0	1.0	2.8
CC(C)(C)SCCNC(=O)Nc1ccccc1	-1	1.2	-27	-0.5	-10	-3	2	-1	2.5	2.2
N#C/C(=C\N1CCOCC1)S(=O)(=O)c1ccc(Cl)cc1	/	1.4	/	/	/	/	4	/	3.2	-3.1
O=C(COC(=O)CCc1nc2ccccc2s1)NC(=O)NCc1ccco1	-2	-3.4	/	-2.5	5	8	-1	0	-1.1	-4.0
CCOc1ccccc1NC(=O)N1CCCC1C(=O)Nc1ccc(-n2cnnn2)c(C)c1 (stereo not drawn)	-4	-1.0	27	-1.6	7	6	/	4	5.5	-0.1
O=C(COc1cccc2cccnc12)N/N=C1\SCC(=O)N1Cc1ccco1	6	-1.2	-7	/	1	-6	/	3	-1.3	-0.3
CC(C)c1cc(C(F)(F)F)n2nc(C(=O)Nc3ccc(-n4cnnn4)cc3)cc2n1	-1	-1.0	-7	-1.5	8	1	-4	2	0.0	1.9
CCOC(=O)c1sc(NC(=O)COC(=O)CNC(=O)C2CCCCC2)c(C(=O)OCC)c1C	-1	0.4	-7	-0.8	-21	-6	1	0	-1.1	1.1
CC1CCCCC1NC(=O)CN1CCC(O)(c2ccc(F)cc2)CC1 (stereo not drawn)	-2	0.7	21	-0.4	2	-5	-2	1	2.0	3.1
O=C(Nc1ccccc1C(=O)NC1CC1)c1ccccc1F	11	1.1	-4	-0.6	2	-8	2	-7	-0.5	-1.6
CCN(CC)C(=O)C1CC(=O)OC12CCCCC2 (stereo not drawn)	-9	-1.5	2	-1.6	-4	-4	-4	-2	-1.8	1.1
Cc1noc(C)c1CSCC(=O)Nc1nc2c(F)cc(F)cc2s1	-2	0.9	19	0.5	14	13	8	0	-1.6	0.8
Cc1cccc(N2CCN(C(=O)Cn3ccc4ccccc4c3=O)CC2)c1C	6	0.4	11	0.4	21	-8	/	-5	-0.1	3.3
CCOC(=O)c1cnc(SCC(=O)OC)nc1N	1	0.3	-21	-0.5	-4	-11	-1	-2	-0.3	5.3

6 structures out of the list, arranged by molar mass, high to low:
SMILES	Tat transport	Ecoli viability	PfHsp90 set2	CAL PDZ inh	Rtt109 Vps75	PvdQ acylase	Wnt act	DAGLB inhibitor	AddAB inh	phage Ecoli inh
COc1cc(/C=N/NC(=O)/C(=C\c2ccc3c(c2)OCO3)NC(=O)c2ccccc2)ccc1O	-7	-1.1	-4	-2.3	6	4	-1	3	3.0	3.3
COc1ccc(-n2nc(C(=O)NCC(=O)N(C)Cc3ccccc3)c3ccccc3c2=O)cc1	-6	-2.5	6	-2.0	-2	-15	-3	-1	1.7	-2.1
Cc1cc(OCC(=O)NC(Cc2ccc(Cl)cc2)C(=O)O)c2c(C)cc(=O)oc2c1 (stereo not drawn)	6	-1.5	-9	-0.6	-8	15	-2	3	6.9	2.9
COc1cccc2cc(C(=O)OC(C)C(=O)c3ccc(C)cc3)c(=O)oc12 (stereo not drawn)	-3	1.7	-35	-2.3	4	-17	1	-1	5.1	0.6
CC(C)(C)SCCNC(=O)Nc1ccccc1	-1	1.2	-27	-0.5	-10	-3	2	-1	2.5	2.2
CC(N)C12CC3CC(C1)CC(C(C)N)(C3)C2 (stereo not drawn)	-10	-0.4	38	/	-4	-10	1	-2	-0.3	3.3

Given with bars between the fields: part of the list above.
Molecule | Tat transport | Ecoli viability | PfHsp90 set2 | CAL PDZ inh | Rtt109 Vps75 | PvdQ acylase | Wnt act | DAGLB inhibitor | AddAB inh | phage Ecoli inh
N#C/C(=C\N1CCOCC1)S(=O)(=O)c1ccc(Cl)cc1 | / | 1.4 | / | / | / | / | 4 | / | 3.2 | -3.1
O=C(COC(=O)CCc1nc2ccccc2s1)NC(=O)NCc1ccco1 | -2 | -3.4 | / | -2.5 | 5 | 8 | -1 | 0 | -1.1 | -4.0
CCOc1ccccc1NC(=O)N1CCCC1C(=O)Nc1ccc(-n2cnnn2)c(C)c1 (stereo not drawn) | -4 | -1.0 | 27 | -1.6 | 7 | 6 | / | 4 | 5.5 | -0.1
O=C(COc1cccc2cccnc12)N/N=C1\SCC(=O)N1Cc1ccco1 | 6 | -1.2 | -7 | / | 1 | -6 | / | 3 | -1.3 | -0.3
CC(C)c1cc(C(F)(F)F)n2nc(C(=O)Nc3ccc(-n4cnnn4)cc3)cc2n1 | -1 | -1.0 | -7 | -1.5 | 8 | 1 | -4 | 2 | 0.0 | 1.9

High-throughput results from PubChem BioAssay.
